Screening data (PubChem BioAssay)
4-MU autofl: compound fluoresces in the 4-MU spectral region | compound autofluorescence, 340/450 nm, 4-MU equivalents; hits give high values | max dye-equivalent concentration, M | 59,000 compounds, 11% hits | AID 589; in the data active = max dye-equivalent concentration above about 10 nM; inconclusive = mostly about 1.1 nM to 9.6 nM
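Intrinsic fluorescence at 340/450 nm (ex/em) was read after 15 min at room temperature in pH 8.0, 100 mM Tris. Each compound concentration expressed as 4-MU-equivalent concentration from a six-point 4-MU standard series on each plate.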
CRE Fsk mod: CRE-bla signaling modulation under forskolin stimulation; 71,000 compounds, 2.5% hits; Potency, µM (series often up to 38.2 µM), for inactives: at the top dose activity change, negative = inhibition, usual class: activators; CHO CRE-bla reporter (cAMP response element driving beta-lactamase), forskolin EC10, beta-lactamase ratio; AID 662; active = well fitted activation curve with a large enough effect in the signal ratio, with a control signal flat, not every such curve was filed as active; inconclusive = small, poorly fitted or top-dose-only effect, or effect the other way, or a change in a side signal; the % refers to the signal ratio; note: potency is the fitted concentration of half-maximal effect; % of control where 0% means no effect
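Reporter-gene assay: CHO cells with beta-lactamase behind cAMP responsive elements, co-treated with compound and EC10 NKH 477 for 3 hours at 37 degrees Celsius. Activity came from the 460/530 nm CCF4 emission ratio.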
HBB splice mod: alters splicing of the hemoglobin beta chain | HBB splicing reporter cell assay, activation; EGFP reporter with mutant IVS2-654 intron; response scale: normalised to 500 nM splice-correcting PNA | Potency, µM (doses to about 46.1 µM), for inactives: at the top dose activation, actives largely listed as activators | 65,000 compounds, 0.06% hits | AID 925; note: potency is the fitted concentration of half-maximal effect; 0% is about no effect
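Compounds were applied for 2 days to HeLa EGFP-654 cells, 500/well in Optimem with 2% FCS. The reporter's EGFP is disrupted by mis-splicing of beta-globin intron IVS2-654. Readout: summed well GFP fluorescence from 488 nm laser scanning; reference was 500 nM antisense […] 654 PNA.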
UbGFP stabilizer: ubiquitin-GFP accumulation via proteasome inhibition; Ubiquitin-GFP reporter cells, proteasome inhibition, GFP fluorescence; response scale: untreated = 0%, 10 µM MG-132 = 100%; Potency, µM (doses to about 45.9 µM), inactives show top-dose activation (GFP accumulation), hits mostly activators; 67,000 tested, under 10 active; active = well fitted activation curve with a large enough effect, not every such curve was filed as active; inconclusive = small, poorly fitted or top-dose-only effect, or another doubt; inactive = no such curve, though single readings can be large or run the other way; note: potency is the fitted concentration of half-maximal effect
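Reporter cells (U2OS, ubiquitin-G76V-GFP fusion) are plated overnight, then treated 4 hr at 37 °C with compound titrations from 46 uM down to 2.9 nM. Activity is scaled against untreated cells and 10 uM MG-132.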
TexasRed autofl: compound fluoresces in the Texas Red spectral region. Compound fluorescence, Texas Red channel, 547/618 nm; hits give high values. max dye-equivalent concentration, M. 59,000 compounds, 0.06% hits. AID 587; in the data active = max dye-equivalent concentration above about 10 nM; inconclusive = between about 1.1 nM and that limit
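Dye-equivalent concentrations come from scaling compound signal (ex 547, em 618 nm) to six Texas Red standard concentrations run on every plate, after 15 min room-temperature incubation in pH 8.0 Tris (100 mM).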
Hsp90 Hop PPI: changes Hsp90-Hop TPR2A binding signal, up or down; AlphaScreen TPR2A-His6 binding biotin-Hsp90 C-terminal peptide; Potency, µM (titrated, usually from 57 µM), for inactives: top-dose activity change, negative = inhibition; 71,000 compounds, 0.44% hits; AID 595; active = well fitted curve in either direction with a large enough effect; inconclusive = small, poorly fitted or top-dose-only effect, or another doubt; note: potency is the fitted concentration of half-maximal effect; % is set by controls: 0 for no effect and ±100 for the full control effect; many of its hits are not listed in these tables
A350 fluor: A350 region autofluorescence; max dye-equivalent concentration, M; 59,000 compounds, 11% hits; Compound autofluorescence, 340/450 nm, Alexa 350 dye-equivalents; hits give high values; in the data active = max dye-equivalent concentration above about 10 nM; inconclusive = mostly about 1.1 nM to 9.6 nM
FLuc inh: blocks Photinus pyralis firefly luciferase activity. purified firefly luciferase, luminescence, 8 min. Potency, µM (highest dose often 57.1 µM), for the others: top-dose activity change, negative = inhibition, hits mostly inhibitors. 72,000 compounds, 2.2% hits; note: potency is the fitted concentration of half-maximal effect; % is set by controls: 0 for no effect and ±100 for the full control effect; nearly all actives have a fitted effect of over 40% in size
Target sequence (P08659 whole entry, looked up): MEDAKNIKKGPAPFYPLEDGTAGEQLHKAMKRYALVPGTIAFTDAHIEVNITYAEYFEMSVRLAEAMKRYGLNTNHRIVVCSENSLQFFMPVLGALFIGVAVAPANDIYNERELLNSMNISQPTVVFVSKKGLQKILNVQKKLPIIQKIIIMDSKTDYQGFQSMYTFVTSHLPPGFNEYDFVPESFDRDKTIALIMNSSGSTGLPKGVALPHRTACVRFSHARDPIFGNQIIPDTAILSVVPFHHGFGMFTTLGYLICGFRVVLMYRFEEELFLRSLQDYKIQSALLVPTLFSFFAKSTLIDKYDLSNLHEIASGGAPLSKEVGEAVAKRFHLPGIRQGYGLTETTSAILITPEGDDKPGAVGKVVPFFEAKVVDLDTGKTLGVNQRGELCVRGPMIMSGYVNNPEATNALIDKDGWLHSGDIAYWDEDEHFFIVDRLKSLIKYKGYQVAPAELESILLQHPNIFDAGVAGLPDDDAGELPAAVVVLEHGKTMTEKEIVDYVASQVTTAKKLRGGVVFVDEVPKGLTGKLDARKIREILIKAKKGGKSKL
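qHTS concentration-response profiling: light output of P. pyralis luciferase with luciferin and 10 uM ATP, imidazole buffer pH 7.2. Read by luminescence after 8-min room-temperature incubation.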
Fluorescein autfl: compound autofluorescence in fluorescein spectral region. Compound autofluorescence, 480/540 nm, fluorescein-equivalent; hits give high values. max fluorescein-equivalent concentration, M. 59,000 compounds, 0.91% hits. AID 593; in the data active = max fluorescein-equivalent concentration above about 10 nM; inconclusive = between about 1.1 nM and that limit
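Spectral profiling of library compounds in the fluorescein window (480 nm excitation, 540 nm emission) after 15 min at room temperature in pH 8.0 Tris (100 mM). Values are dye-equivalent concentrations.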
ERK AVP inh: vasopressin-driven ERK pathway inhibition | HEK293-V1b, vasopressin-stimulated pERK AlphaScreen | Potency, µM (doses to about 57.5 µM), for inactives: top-dose activity, negative = inhibition, hits mostly inhibitors | 72,000 compounds, 0.99% hits | AID 995; note: potency is the fitted concentration of half-maximal effect; % is set by controls: 0 for no effect and ±100 for the full control effect; nearly all actives have a fitted effect of over 55% in size
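Overnight-seeded V1b-HEK293 cells in 1% FBS got compound, then vasopressin (25 nM final, 5 min, 37C), then lysis buffer. AlphaScreen detection of phospho-ERK; activity normalized to basal and full-stimulation controls.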
Epigenetic mod: epigenetic GFP locus derepression in mouse cells; mouse C127i GFP locus derepression, cytometry, 30 h; Potency, µM (doses to about 46.1 µM), for inactives: at the highest dose GFP derepression (activation); 68,000 compounds, 0.09% hits; AID 597; note: % of control where 0% means no effect
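Derepression screen: silenced CMV-GFP reporter in murine C127i cells, 30 h compound incubation at 37 C, washed cells imaged by laser-scanning cytometer to enumerate GFP-expressing objects of 20 to 120 um.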
An asterisk follows results filed as active; i = inactive; ? = inconclusive; . = no result given; [ ] = another dose, or the depositor's remark. Unless noted, calls come from the whole dose curve; as a rule, active = well fitted curve in the direction sought with a large enough effect; inconclusive = small, poorly fitted or top-dose-only effect, or another doubt; inactive = no such curve, though single readings can be large; an effect the other way counts as inactive or inconclusive.

SMILES	4-MU autofl	CRE Fsk mod	HBB splice mod	UbGFP stabilizer	TexasRed autofl	Hsp90 Hop PPI	A350 fluor	FLuc inh	Fluorescein autfl	ERK AVP inh	Epigenetic mod
c1ccc(N2CCN(c3nc(NCc4ccco4)c4ccccc4n3)CC2)cc1	1.7e-08M*	.	.	.	?	.	1.2e-08M*	-2%[25.5 µM]	i	.	3%[20.6 µM]
O=C(NCc1ccc(F)cc1)C1CCN(C(=O)NCc2ccccc2)CC1	i	-7%	.	-5%	i	0%	i	-1%	1e-08M*	17%	0%
CCC1CCCCN1C(=O)CSc1nc(N)c(NC(=O)c2ccco2)c(=O)[nH]1 (stereo unspecified)	.	-13%	0.6%	-8%	.	-3%	.	7%	.	.	.
CCCc1nc2n[nH]c(N)c2c2c1CCCC2	i	.	.	.	i	.	i	0%[25.5 µM]	i	.	2%[20.6 µM]
COc1ccccc1Cn1c(=S)[nH]c2cc(C(=O)N3CCN(C)CC3)ccc2c1=O	i	2%	0.7%[0.369 µM]	.	i	-4%	i	1%	i	-12%	2%
O=c1oc2ccccc2c(O)c1/C=N/c1ccccn1	2.5e-08M*	?	-0.1%	-2%	i	1%	3e-08M*	-20%	i	0%	1%
COCCn1c(=O)c(-c2ccc(OC)cc2)nc2cnc(OCc3ccccc3)nc21	1.1e-08M*	?	2.2%	14%	i	0%	1.5e-08M*	-1%[11.4 µM]	i	6%	0%[9.22 µM]
COc1nc(-c2ccc(Cl)cc2)ccc1-c1noc(-c2ccncc2)n1	5.8e-08M*	6%	-1.4%	-5%	?	-1%	6.9e-08M*	0%	?	-16%	2%
Cc1cc(NC(=O)CSC2=Nc3ccccc3C3=NC(Cc4ccccc4)C(=O)N23)n[nH]1 (stereo unspecified)	1.6e-08M*	?	-3.4%	0%	i	-7%	1.7e-08M*	1%	i	13%	2%
NC1(C(=O)O)CCC1	.	-6%	.	-1%	.	-3%	.	-1%	.	-2%	-1%
CCOC(=O)C1CCN(C(=O)CC(C)c2ccccc2)CC1 (stereo unspecified)	i	21%	-1.0%	-14%	i	-2%	i	-2%	i	-10%	3%
COc1cc(C(=S)N2CCCC2)cc(Cl)c1O	i	-4%	9.2%	-7%	i	0%	i	2%	i	-6%	5%
COc1cccc(OC)c1C(=O)N1CCN(Cc2ccncc2)CC1	i	0%	1.4%	5%	i	-5%	i	0%	i	1%	-2%
O=C(Nc1cccc(F)c1)N1CC2(CCN(C(=O)c3cccc(F)c3)CC2)C1	i	-13%	1.6%	-7%	i	-2%	i	-2%[11.4 µM]	i	16%	7%[9.22 µM]
Cc1ccc(C)c(S(=O)(=O)NC(CCC(N)=O)C(=O)O)c1 (stereo unspecified)	i	-9%	-1.5%	-6%	i	?	i	0%	?	5%	0%
O=C(CN1CCN(c2nc(-c3ccc(F)cc3)cs2)CC1)Nc1ccc2c(c1)OCO2	i	?	-3.5%	3%	i	-6%	i	2%	i	16%	1%
Cc1ccc(NC(=O)CSc2nnc(-c3ccccn3)n2C)cc1	i	?	1.8%[1.84 µM]	2%	i	-20%	i	-1%	?	9%	-3%
O=C(CCNS(=O)(=O)c1ccc(Cl)cc1)NCc1ccccn1	?	-26%	-1.0%	10%	i	?	?	3%	i	-14%	-3%
CCOc1ccc(-n2c(SCc3nc(-c4cccs4)no3)nnc2-c2ccncc2)cc1	i	?	-1.6%	4%	i	-18%	i	2%	i	-29%	0%
O=C(NCC(c1cccnc1)N1CCN(c2ccc(F)cc2)CC1)c1ccccc1 (stereo unspecified)	i	?	-0.7%	11%	i	-14%	i	0%	?	8%	2%
Cc1onc(-c2ccccc2Cl)c1C(=O)Nc1nnc(C(C)C)s1	.	-10%	0.7%	7%	.	-3%	.	1%	.	.	.
Cc1cnc(C(=O)OCC(=O)Nc2oc(-c3ccccc3)c(-c3ccccc3)c2C#N)cn1	i	?	-2.7%	-2%	i	-4%	i	-3%	i	5%	0%
CC(=O)Nc1nnc(SCc2cccc(F)c2)s1	.	12%	-0.3%	10%	.	-2%	.	3%	.	.	.
COc1ccc(NC(=O)Nc2ccc3c(c2)N(C)C(=O)CS3)cc1OC	.	?	0.2%	12%	.	-14%	.	?	.	25µM*	0%
N=c1c(C(=O)NC2CCCC2)cc2c(=O)n3ccccc3nc2n1CCN1CCOCC1	4.6e-06M*	?	-6.4%	-4%	?	-4%	8.6e-06M*	2%	?	1%	-1%
CC(=O)c1ccccc1OCCn1nnc(-c2ccc(C)cc2)n1	i	?	-0.7%	4%	i	12%	i	0%	i	1%	1%
COc1ccc(C[C@@](C)(N)C(=O)O)cc1OC	i	-3%[17.1 µM]	0.8%[20.6 µM]	-2%[20.5 µM]	i	3%[26 µM]	?	3%[25.5 µM]	?	1%[25.7 µM]	0%[20.6 µM]
Cc1csc2nc(CNS(=O)(=O)c3ccc4c(c3)OCCO4)cn12	.	7%	-0.2%	-2%	.	-3%	.	1%	.	.	.
O=S(=O)(N1CCCCCC1)N1CCN(S(=O)(=O)N2CCOCC2)CC1	i	-9%	-0.1%	9%	i	-4%	i	1%	i	-17%	0%
CC(C)Sc1nc2c(c(=O)[nH]c(=O)n2C)n1Cc1ccc(Cl)cc1	i	?	-2.4%	-2%	?	0%	i	2%	?	?	-2%
COc1ccc(C(=O)CSc2nn3c(=O)c(C(C)(C)C)nnc3s2)cc1	i	-7%	5.8%	-3%	i	?	i	3%	?	36%	-3%
CN(C)Cc1ccccc1-c1ccc2ncnc(NCc3cccs3)c2c1	i	-9%	-0.5%	7%	i	-7%	i	3%[2.29 µM]	?	-6%	0%[9.22 µM]
COC(=O)c1cc(COC(=O)c2ccc3ccccc3n2)oc1C	i	-12%	-0.6%	-9%	i	8%	i	1%	i	0%	1%
Cc1csc2nc(CCNS(=O)(=O)c3cccs3)cn12	.	?	0.4%	-3%	.	-1%	.	-2%	.	.	.
COc1ccc(S(=O)(=O)N2CCC(C(=O)NC3CC3)CC2)cc1Cl	i	-8%	-1.8%	2%	?	-2%	i	0%	?	-10%	0%
CCOC(=O)c1c(C)c(C(=O)NCc2ccc3c(c2)OCO3)c(C)n1CC	i	?	-1.0%	5%	i	-4%	i	3%	i	-25%	0%
O=C(CC1CCCCC1)NC1CCCC1	i	1%	-0.8%	-4%	?	-2%	i	1%	i	-11%	0%
O=c1nc2s/c(=C\c3ccco3)c(=O)n2nc1Cc1ccc(F)cc1	i	3%	7.6%[0.369 µM]	-1%	i	?	i	-1%	i	-12%	2%
CCCCOc1ccccc1C(=O)NCCCC(=O)O	i	.	.	.	?	.	i	1%[25.5 µM]	i	.	0%[20.6 µM]
CCOc1ccc(/C(O)=C2\C(=O)C(=O)N(CCN(C)C)C2c2cc(OC)ccc2OC)cc1Cl (stereo unspecified)	i	?	0.7%	1%	i	-3%	i	0%	i	-15%	3%
O=C(Nc1nccs1)C1(S(=O)(=O)c2ccc(Cl)cc2)CC1	i	-11%	0.3%	0%	i	-4%	i	2%	i	-3%	0%
CCOC(=O)C(c1ccccc1)N1CCN(c2ccc(OC)cc2)CC1 (stereo unspecified)	i	.	.	.	i	.	i	0%[25.5 µM]	?	.	-1%[20.6 µM]
Cc1cc(NC(=O)c2ccccc2-c2ccccc2C(=O)O)no1	i	-2%	0.1%[57.5 µM]	-2%	i	-4%	i	-1%	i	14%	1%
COc1cc2c(cc1OC)CN(c1ccc(-c3ccccc3OC)nn1)CC2	i	?	11%	-3%	i	-8%	?	-14%	?	?	18%
O=C(Cn1ccc(C(F)(F)F)n1)Nc1ccc(S(=O)(=O)NCc2ccco2)cc1	i	-12%	-0.1%[57.5 µM]	6%	i	-4%	i	1%	i	-11%	-1%
O=C(NC1CCCCC1NC(=O)c1ccco1)c1ccco1 (stereo unspecified)	i	-4%	-4.0%	0%	i	-1%	?	3%	?	4%	0%
CCc1nnc(NC(=O)CN2CCOCC2)s1	i	1%	0.2%[57.5 µM]	-3%	i	1%	i	-1%	i	-7%	3%
Cc1cc(=O)[nH]c(SCC(=O)N2CCCCCC2)n1	i	8%	0.1%[57.5 µM]	3%	i	-1%	i	-3%	i	-1%	-1%
COc1ccccc1CNc1ccnc(-c2ccc3c(c2)OCO3)n1	i	14%	0.8%	-3%	i	0%	i	-3%[2.29 µM]	i	?	-3%[9.22 µM]
COc1ccccc1-c1ccc2ncnc(NCCNC(C)=O)c2c1	i	3%	-0.6%	3%	i	-5%	i	1%[2.29 µM]	i	18%	-1%[9.22 µM]
COc1nc2ccccc2cc1-c1noc(-c2cccnc2)n1	3.7e-08M*	?	5.5%[0.369 µM]	-8%	i	-3%	4.3e-08M*	7%	i	3%	0%

These rows are one share of the data, so the mix of outcomes need not match the whole.
